Compound activity as filed in PubChem.
Sm TGR block – S. mansoni TGR enzyme inhibition; AID 485364; purified TGR, DTNB reduction, TNB absorbance 405 nm; Potency, µM (highest dose often 114 µM), without a hit: at the highest dose activity change, negative = inhibition, actives largely listed as inhibitors; Q962Y6; 360,000 tested, 3% active; also: potency is read from the fitted curve at half-maximal effect; % is scaled to controls: 0 for no effect and ±100 for the full control effect; nearly all actives have a fitted effect of over 60% in size
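TGR 20 nM + NADPH 100 uM (dispensed conc.), cpd preinc 15 min RT; start with NADPH (500 uM addition) then DTNB (15 mM addition). Kinetic TNB absorbance, 405 nm filter. Four-parameter Hill fit across titration.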
Shiga toxin inh – inhibitors of Shiga toxin in Vero cells. Vero cells, Shiga toxin protein synthesis inhibition reporter. inhibition, % at 38.7 µM. 290,000 tested, 9.2% active. AID 2315; in the data active = inhibition mostly above about 28%, no sharp cut-off; inactive = mostly below about 43%; also: 0% is about no effect
Giardia FBPA inh – inhibitors of Giardia lamblia fructose-1,6-bisphosphate aldolase | A8B2U2 | purified Giardia FBPA | Potency, µM (doses to about 59.6 µM), without a hit: top-dose activity, negative = inhibition, hits mostly inhibitors | 290,000 tested, 0.71% active; also: potency is read from the fitted curve at half-maximal effect; % is scaled to controls: 0 for no effect and ±100 for the full control effect; nearly all actives have a fitted effect of over 55% in size
Target sequence (A8B2U2 whole entry, looked up): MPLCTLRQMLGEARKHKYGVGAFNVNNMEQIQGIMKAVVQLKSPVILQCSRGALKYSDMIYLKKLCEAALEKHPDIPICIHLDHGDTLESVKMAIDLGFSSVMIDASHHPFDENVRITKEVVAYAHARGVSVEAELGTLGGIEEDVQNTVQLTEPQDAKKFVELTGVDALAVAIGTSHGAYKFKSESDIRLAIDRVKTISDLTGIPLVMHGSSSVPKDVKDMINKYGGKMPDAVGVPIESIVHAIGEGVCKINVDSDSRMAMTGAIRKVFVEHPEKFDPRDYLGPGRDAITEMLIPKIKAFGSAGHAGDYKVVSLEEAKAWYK
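Giardia FBPA (40 nM reagent) was preincubated 10 min at RT with compound (up to 57.5 uM final), then substrate plus GAPDH/TPI/NAD/arsenate coupling system with diaphorase/resazurin was added; resorufin fluorescence (525/598 nm) was read after 20 min.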
Pf growth 48h – P. falciparum growth inhibition at 48 hours (one generation); P. falciparum luciferase growth in erythrocytes, 48 h; Potency, µM (series often up to 28.7 µM), for inactives: top-dose activity change, negative = inhibition, actives largely listed as inhibitors; 310,000 tested, 5.9% active; also: potency is read from the fitted curve at half-maximal effect; % is scaled to controls: 0 for no effect and ±100 for the full control effect
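Cell-based growth assay: transgenic P. falciparum expressing firefly luciferase, cultured in red cells within RPMI 1640 containing 0.5% w/v Albumax, 24 mM bicarbonate and gentamycin. A drop in luciferase activity indicates inhibition.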
Pf growth 96h – P. falciparum growth inhibition at 96 hours; Potency, µM (doses to about 28.7 µM), for inactives: top-dose activity change, negative = inhibition, hits mostly inhibitors; 320,000 tested, 6.9% active; P. falciparum luciferase reporter growth, 96 h; AID 504834; also: potency is read from the fitted curve at half-maximal effect; % is scaled to controls: 0 for no effect and ±100 for the full control effect
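Erythrocytes infected with luciferase-expressing P. falciparum were dispensed at 2% hematocrit and 0.05% parasitemia (final), then incubated with compounds 96 hours at 37 C in 5% CO2. Luminescence after detection reagent addition reported growth.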
Cycloheximide cs – counter-screen for Shiga toxin inhibitors: cycloheximide protein synthesis inhibition | max response, % | 300,000 tested, 12% active | cell reporter, cycloheximide protein synthesis inhibition counterscreen; in the data active = max response mostly above about 13%, no sharp cut-off; inactive = mostly below about 14%; also: read at 38.3 µM for the half of the compounds with a filed dose; 0% is about no effect
Starred values were filed as active, the others as inactive; ? = inconclusive; / = not tested or not shown; [ ] = dose if it differs, or a comment. Unless noted, calls follow the shape of the dose curve; as a rule, active = well fitted curve in the direction sought with a large enough effect; inconclusive = small, poorly fitted or top-dose-only effect, or another doubt; inactive = no such curve, though single readings can be large; an effect the other way counts as inactive or inconclusive.

SMILES	Sm TGR block	Shiga toxin inh	Giardia FBPA inh	Pf growth 48h	Pf growth 96h	Cycloheximide cs
COc1ccc(CNC(=O)c2cccnc2Sc2ccc(C)c(C)c2)cc1	-3%	10	0%	2%	?	9
CC(C)(C)SCCNC(=O)CN(c1ccc(F)cc1)S(=O)(=O)c1ccccc1	-2%	4	2%	?	37%[activator]	-2
CC(=O)N1CCC(=NNC(=O)c2cc3ccccc3cc2O)CC1	-1%	-5	/	?	-3%	7
O=C(CN1CCc2ccccc21)Nc1ccc2c(c1)OCCCO2	3%	/	/	217%[activator]	116%[activator]	/
Cc1ccc(S(=O)(=O)n2c(=O)oc3ccccc32)cc1	2%	-2	-19%	59%[activator]	4%	15
CCOCCNC(=O)c1ccccc1C(=O)NCCOCC	4%	-18	-7%	17%	?	1
Cc1cccc(C(=O)N[C@H](C(=O)Nc2nnc(C3CC3)s2)C(C)C)c1	1%	-14	30%	-16%	-18%	4
CCNC(=O)CC1C(=O)N(c2ccc(F)cc2)C(=O)N1Cc1ccc(OC)cc1 (configuration not stated)	7%	18	7%	5%	32%[activator]	22
COc1cccc(/C(O)=C/C(=O)C(=O)Nc2ccc(S(=O)(=O)NC(C)=O)cc2)c1	-27%	-6	?	8%	-12%	2
CCCNC(=O)N1CCC(C(=O)c2ccc(F)cc2)CC1	-23%	-8	0%	9%	-17%	2
Cc1ccccc1S(=O)(=O)Cc1ccc(C(=O)N2CCN(c3ncccn3)CC2)o1	?	14	2%	?	?	5
Cc1cc(C)c2nc(N3CCC(C(=O)NCCCN4CCCC4=O)CC3)sc2c1	3%	-10	11%	19%	-27%	-1
Cc1ccc(N(CC(=O)NCc2ccccc2Cl)S(=O)(=O)c2cccs2)cc1	-2%	-23	-1%	?	/	-7
N#CC1=C2SCC(O)(c3ccccc3)N2C(=O)CC1c1ccccc1 (configuration not stated)	-11%	-13	-20%	?	?	-5
Cn1c(=O)c2c(nc(SCC(=O)N3CCc4ccccc4C3)n2C)n(C)c1=O	-2%	8	1%	0%	10µM*	7
Oc1ccc[n+](CC(O)c2ccccc2)c1 (configuration not stated)	-1%	/	/	?	55%[activator]	/
COc1cc(C2CC(=O)c3cnc(N4CCN(Cc5ccccc5)CC4)nc3C2)cc(OC)c1OC (configuration not stated)	5%	6	-9%	9.3µM*	-13%	6
COCC(=O)Nc1nc2n(n1)C(c1ccc(Cl)cc1)CC(c1ccc(OC)cc1)N2 (configuration not stated)	25µM*	-8	4%	/	-94%	-2
CCOc1ccccc1Oc1cn[nH]c1-c1ccc(OCC(=O)NN)cc1O	-10%	-9	6%	/	13µM*	-1
CCNC(=S)N/N=C/c1c(C)nn(-c2cccc(Cl)c2)c1Cl	-17%	-4	3%	?	36%[activator]	-1
c1ccc(CNCCc2ccc3c(c2)OCO3)nc1	-15%	12	3%	5%	-4%	-1
Cc1cc(C(=O)CSc2nc3ccccc3n2CCC#N)c(C)n1Cc1cccs1	-15%	55*	-6%	?	130%[activator]	46*
Cc1sc2nc(SCC(=O)NCc3ccco3)[nH]c(=O)c2c1C	-13%	5	-11%	1%	15%	2
OC1CCCC1	-2%	/	/	42%[activator]	40%[activator]	/
Cc1cccc(OCC(O)Cn2c(NCc3cccnc3)nc3c2c(=O)[nH]c(=O)n3C)c1 (configuration not stated)	3%	2	8%	?	?	-2
CO[C@H]1[C@@H](OC(N)=O)[C@H](O)[C@@H](Oc2ccc3c(O)c(NC(=O)c4ccc(O)c(CC=C(C)C)c4)c(=O)oc3c2C)OC1(C)C	/	/	7%[21.7 µM]	-6%[12.8 µM]	-4%[12.8 µM]	/
O=c1nc(SCc2ccc(Cl)cc2)nc(-c2ccccc2)[nH]1	0%	13	11%	49%[activator]	48%	2
CC(C)(C)OC(=O)NCCOC(=O)c1[nH]cnc1C(=O)NCc1ccccc1	-5%	/	/	?	?	/
CCOC(=O)C1(Cc2cccc(Cl)c2)CCCN(C(=O)c2occc2C)C1 (configuration not stated)	-8%	26	/	-23%	?	14
O=c1[nH]c2ccc(F)cc2[nH]c1=O	/	1	-10%	8%	19%	2
CCOC(=O)c1c(C)oc2c1c(C=NCCC(=O)O)c(O)c1ccccc12	-10%	43	?	-5%	-12%	7
Cc1cc(/C=N/NC(=O)c2ccncc2)c(C)n1-c1cccc(C(F)(F)F)c1	0%	6	-26%	?	34%[activator]	8
CCN(CC)C(=O)Oc1ccc(Br)c2ccccc12	2%	-5	-6%	-26%	?	1
COc1ccc(NC(=O)c2ccc3c(c2)NC(=O)CS3)cc1	-8%	/	/	85%[activator]	40%[activator]	/
CCn1c(SCC(=O)Nc2ccccc2)nnc1-c1ccc(S(=O)(=O)N2CCOCC2)cc1	1%	15	6%	5.2µM*	?	-1
CC1CC(C)CN(c2ccc(C(=O)OCC(=O)NC3CCCc4ccccc43)cc2[N+](=O)[O-])C1 (configuration not stated)	2%	-8	0%	2%	0%	-3
O=c1[nH]c(-c2ccccc2)c(-c2ccccc2)nc1[N+](=O)[O-]	?	13	-8%	9%	0%	6
Cc1ccc(-c2nc3ccccc3c(=O)n2-c2cccc(C)n2)cc1	1%	10	-9%	-9%	268%[activator]	1
CCn1c(SCC(=O)Nc2ccccc2C(=O)OC)nc2c1c(=O)n(C)c(=O)n2C	5%	15	2%	42%[activator]	1%	14
COc1ccc(C2C3=C(Nc4ncnn42)c2ccccc2CCC3)cc1 (configuration not stated)	-10%	-24	1%	?	-8%	-8

Sorted by molecular weight (descending): part of the list above
SMILES	Sm TGR block	Shiga toxin inh	Giardia FBPA inh	Pf growth 48h	Pf growth 96h	Cycloheximide cs
CO[C@H]1[C@@H](OC(N)=O)[C@H](O)[C@@H](Oc2ccc3c(O)c(NC(=O)c4ccc(O)c(CC=C(C)C)c4)c(=O)oc3c2C)OC1(C)C	/	/	7%[21.7 µM]	-6%[12.8 µM]	-4%[12.8 µM]	/
CCn1c(SCC(=O)Nc2ccccc2)nnc1-c1ccc(S(=O)(=O)N2CCOCC2)cc1	1%	15	6%	5.2µM*	?	-1
Cc1cccc(OCC(O)Cn2c(NCc3cccnc3)nc3c2c(=O)[nH]c(=O)n3C)c1 (configuration not stated)	3%	2	8%	?	?	-2
Cc1cc(C(=O)CSc2nc3ccccc3n2CCC#N)c(C)n1Cc1cccs1	-15%	55*	-6%	?	130%[activator]	46*
CCn1c(SCC(=O)Nc2ccccc2C(=O)OC)nc2c1c(=O)n(C)c(=O)n2C	5%	15	2%	42%[activator]	1%	14
CCOC(=O)C1(Cc2cccc(Cl)c2)CCCN(C(=O)c2occc2C)C1 (configuration not stated)	-8%	26	/	-23%	?	14
Cc1cc(/C=N/NC(=O)c2ccncc2)c(C)n1-c1cccc(C(F)(F)F)c1	0%	6	-26%	?	34%[activator]	8
Cc1sc2nc(SCC(=O)NCc3ccco3)[nH]c(=O)c2c1C	-13%	5	-11%	1%	15%	2
COc1ccc(C2C3=C(Nc4ncnn42)c2ccccc2CCC3)cc1 (configuration not stated)	-10%	-24	1%	?	-8%	-8
Cc1ccc(-c2nc3ccccc3c(=O)n2-c2cccc(C)n2)cc1	1%	10	-9%	-9%	268%[activator]	1
COc1ccc(NC(=O)c2ccc3c(c2)NC(=O)CS3)cc1	-8%	/	/	85%[activator]	40%[activator]	/
O=c1[nH]c(-c2ccccc2)c(-c2ccccc2)nc1[N+](=O)[O-]	?	13	-8%	9%	0%	6
c1ccc(CNCCc2ccc3c(c2)OCO3)nc1	-15%	12	3%	5%	-4%	-1
O=c1[nH]c2ccc(F)cc2[nH]c1=O	/	1	-10%	8%	19%	2
OC1CCCC1	-2%	/	/	42%[activator]	40%[activator]	/

Additional results.
SMILES	Sm TGR block	Shiga toxin inh	Giardia FBPA inh	Pf growth 48h	Pf growth 96h	Cycloheximide cs
CO/N=C(\c1nonc1N)N1CCN(c2ccc([N+](=O)[O-])cc2Cl)CC1	1%	8	-2%	61%[activator]	?	5
COCCSc1nnc(NC(=O)C2CC(=O)N(CCc3ccc(F)cc3)C2)s1 (configuration not stated)	6%	-1	-12%	?	?	-4
CSc1ncccc1C(=O)OCC(=O)c1cc(C)n(CC2CCCO2)c1C (configuration not stated)	12%	56*	-8%	15%	24%	39*
Cc1nc2cccc(C(=O)Oc3ccc([N+](=O)[O-])cc3)c2o1	-32%	-5	4%	19%	102%[activator]	4
CCOC(=O)C1=C(C)NC(C)=C(C(=O)OCC)C1/C=C/c1ccccc1OC	-2%	-6	1%	9.3µM*	?	5
Cc1ccc(N(C(=O)CNC(=O)c2cccs2)C(C(=O)NC2CCCC2)c2ccncc2)cc1 (configuration not stated)	2%	11	/	-18%	?	3
CCN1CCN(Cc2coc3ccc(C)cc3c2=O)CC1	?	38*	0%	30%	/	27*
CCOc1ccc(NC(=O)CN(C)C(=O)C2CCN(C(=O)c3ccc(Cl)cc3)CC2)cc1OCC	-5%	/	/	?	9%	/
CCc1nnc(NC(=O)Cc2ccc(OC)c(OC)c2)s1	/	-6	3%	-15%	-4%	-4
CCN(CC)c1ccc(N=Nc2ncn[nH]2)cc1	-4%	124*	3.5µM*	197%[activator]	39%[activator]	34*
CC1(C)Oc2ccc3ccc(=O)oc3c2-c2cn[nH]c21	3%	-10	-17%	?	9.3µM*	-4
CCOc1ccc(C(=O)N(CC)CC(=O)Nc2ccc3c(c2)OCCO3)cc1OCC	-3%	/	/	?	-12%	/
COc1ccc(CN2CCN(C(=O)c3ccc(S(=O)(=O)NCc4ccco4)cc3)CC2)cc1	-1%	/	/	?	-2%	/
CN(C)C(C(=O)Nc1cc(Cl)cc(Cl)c1)c1ccccc1 (configuration not stated)	8%	-12	5%	4%	16%	-5
COc1cc(C(=O)N/N=C(\C)c2ccccn2)cc(OC)c1OC	-3%	-13	/	17%	18%	8
COc1cc(C=C2C(=O)c3ccccc3C2=O)ccc1O	-5%	78*	-9%	33%[activator]	5%	28*
CCCN(CCC)C(=O)CP(=O)(c1ccccc1)c1ccccc1	-10%	-5	6%	/	-16%	-7
COc1cccc(COCC(O)CN2CCC(C(N)=O)CC2)c1 (configuration not stated)	-28%	-7	-8%	?	-22%	-6
COc1ccccc1N1C(=O)CSC1=NC(=O)c1ccccc1	-4%	13	-2%	31%[activator]	58%[activator]	6
CC(C)(C)OC(=O)N[C@@H](COCc1ccccc1)C(=O)N[C@@H](CO)[C@H](O)[C@@H]1C[C@@H]1C(=O)N1CCCC1	13%	9	6%	51%[activator]	?	0
CCOC(=O)c1sc(NC(=O)c2sccc2C)cc1C	5%	70*	-15%	/	-79%	63*
Fc1ccc(-c2nnc3n2CCCCC3)cc1	1%	-11	5%	?	-9%	-3
O=C(O)C1CCCN1S(=O)(=O)c1ccccc1 (configuration not stated)	3%	-3	0%	20%	-5%	1
CCOC(=O)C1(Cc2ccccc2)CCN(Cc2ccc(C3CCCCO3)s2)CC1 (configuration not stated)	10%	1	0%	?	-17%	-3
